RXFP1 agonist: RXFP1 (human) receptor agonism; HEK293T-RXFP1 cAMP TR-FRET, 30 min; response scale: percent of porcine relaxin response, buffer zero; Potency, µM (series often up to 57.5 µM), without a hit: top-dose activation, usual class: activators; 370,000 compounds, 0.3% hits; AID 2676; note: potency is the fitted concentration of half-maximal effect; % is set by controls: 0 for no effect and ±100 for the full control effect; nearly all actives have a fitted effect of over 60% in size; many of its hits are not listed in these tables
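HEK293 cells stably expressing RXFP1, treated 30 min at 37C with compounds plus PDE4 inhibitor Ro 20174; cAMP measured by HTRF TR-FRET. Normalized to buffer and 29 nM porcine relaxin; EC50 by Hill fit.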
Vif-A3G inh: inhibitors of Vif-APOBEC3G interaction | 410,000 compounds, 0.076% hits | Q9HC16 | AID 602310 | Potency, µM (highest dose often 46.1 µM), for the others: at the highest dose activity, negative = active, usual class: inhibitors | HeLa A3G-eYFP + Vif (tagged APOBEC3G with the HIV-1 protein that degrades it), YFP fluorescence, overnight;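 note: potency is the fitted concentration of half-maximal effect; % is set by controls: 0 for no effect and ±100 for the full control effect; nearly all actives have a fitted effect of over 60% in size; hits raise eYFP signal because A3G escapes Vif-driven loss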
Target sequence (Q9HC16 whole entry, looked up): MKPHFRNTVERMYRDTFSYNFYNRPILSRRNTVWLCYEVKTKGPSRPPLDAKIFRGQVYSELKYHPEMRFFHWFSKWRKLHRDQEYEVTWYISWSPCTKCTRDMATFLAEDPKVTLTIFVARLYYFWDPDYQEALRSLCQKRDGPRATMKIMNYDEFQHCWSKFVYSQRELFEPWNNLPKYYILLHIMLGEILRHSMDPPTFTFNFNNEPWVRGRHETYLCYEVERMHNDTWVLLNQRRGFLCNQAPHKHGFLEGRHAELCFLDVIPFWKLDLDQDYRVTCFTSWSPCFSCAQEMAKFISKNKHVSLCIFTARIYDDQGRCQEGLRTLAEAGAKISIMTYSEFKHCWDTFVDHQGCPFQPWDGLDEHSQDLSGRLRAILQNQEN
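HeLa cells stably expressing Vif and C-terminally eYFP-tagged A3G, seeded overnight at 37 deg C, then exposed to compound by pintool overnight at 37 deg C. Rise in yellow fluorescence (Ex 488/Em 500-530, Acumen) marks blocked Vif-driven A3G degradation.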
Glioma ERSR ind: ER stress response induction in glioma; U87-MG GRP78 promoter luciferase reporter, 16 h; Potency, µM, for the others: top-dose activation, actives largely listed as activators; 420,000 compounds, 0.02% hits; AID 602332; note: potency is the fitted concentration of half-maximal effect; series mostly up to about 76 µM; % of control where 0% means no effect; nearly all actives have a fitted effect of over 35% in size
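ERSR induction read as luciferase luminescence (Bright-Glo, 10 min at room temperature) in stably transfected human U87-MG glioma cells exposed to compounds for 16 h, using GRP78 as sensor.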
D1 antag: blocks dopamine activation of the human D1 receptor. HEK293 TREx D1 cells, calcium flux, dopamine EC80; active compounds read low. activity change, negative = inhibition, % at 10 µM. AID 504652. P21728. 360,000 compounds, 3.2% hits; in the data active = activity change below about -30%; note: % is set by controls: 0 for no effect and ±100 for the full control effect
Target sequence (P21728 whole entry, looked up): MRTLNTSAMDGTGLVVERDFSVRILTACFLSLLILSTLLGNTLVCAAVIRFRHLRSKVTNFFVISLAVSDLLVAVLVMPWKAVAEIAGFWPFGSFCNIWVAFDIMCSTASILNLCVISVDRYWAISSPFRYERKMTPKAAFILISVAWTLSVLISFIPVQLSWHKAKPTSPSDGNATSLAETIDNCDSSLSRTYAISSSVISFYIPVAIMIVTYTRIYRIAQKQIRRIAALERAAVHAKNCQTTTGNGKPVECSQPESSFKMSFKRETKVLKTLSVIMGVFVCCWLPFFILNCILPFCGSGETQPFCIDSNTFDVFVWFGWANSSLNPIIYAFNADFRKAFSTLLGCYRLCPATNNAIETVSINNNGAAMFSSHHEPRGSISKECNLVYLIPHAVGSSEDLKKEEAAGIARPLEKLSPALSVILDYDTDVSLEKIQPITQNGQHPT
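Calcium flux readout: force-coupled, inducible Hek293 Trex D1 line, cells induced overnight at 30 C with tetracycline, dye-loaded 30–90 min at RT. Antagonism scored against EC80 dopamine challenge given 180 s after compound.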
D1 potentiator: human D1 dopamine receptor positive modulation | P21728 | HEK293 TREx D1 cells, calcium flux, dopamine EC20 potentiation | potentiation, % at 10 µM | 360,000 compounds, 0.036% hits; in the data active = potentiation above about 30%; note: 0% is about no effect
Vif-A3F inh: blocks the Vif interaction with APOBEC3F; HeLa A3F-eYFP + Vif (tagged APOBEC3F with the HIV-1 protein that degrades it), YFP fluorescence increase; Potency, µM (titrated, usually from 46.1 µM), for inactives: at the top dose activity, negative = active; 390,000 compounds, 0.2% hits; note: potency is the fitted concentration of half-maximal effect; % of control where 0% means no effect; nearly all actives have a fitted effect of over 65% in size
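Fluorescence increase (Ex 488/Em 500-530) after overnight compound treatment at 37 deg C flags inhibition of Vif-driven A3F-eYFP loss in stable HeLa A3F-eYFP/Vif cells seeded overnight beforehand.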
D2 potentiator: positively modulates the human D2 dopamine receptor allosterically. 340,000 compounds, 0.34% hits. HEK293 T-REx D2, calcium flux, EC20 dopamine potentiation. potentiation, % at 10 µM. P14416;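 active = potentiation over 3 SD above the plate norm, cut at about 30% in these data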; note: 0% is about no effect
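Potentiation of an EC20 dopamine calcium response measured kinetically over 180 s, after a preceding 180 s compound-only read flagging agonists. Cells: inducible Hek293 Trex D2 line, 4000/well, cultured overnight at 30 C before dye loading.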
D1 ag: human D1 receptor agonism. HEK293 T-REx D1 cells, calcium flux, agonist mode. AID 504660. activation, % at 2 µM. 360,000 compounds, 1% hits; in the data active = activation above about 30%; note: 0% is about no effect
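Agonism was scored from calcium flux recorded over 180 s (1 read/s) after pintool compound addition, following a 10-cycle baseline. Cells were inducible force-coupled HEK293 TREx D1, plated overnight at 30 C and loaded with no-wash calcium dye.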
RXFP1 antagonist: blocks the human relaxin receptor RXFP1 | AID 1259400 | HEK293-RXFP1, relaxin-stimulated cAMP HTRF, 30 min; active compounds read low | Q9HBX9 | activity change, negative = inhibition, % at 57.5 µM | 350,000 compounds, 0.59% hits;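 active = activity change of -60% or lower, but not beyond a set lower limit; inconclusive = change between -60% and -40%, or beyond the set limit; inactive = change above -40%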; note: % is set by controls: 0 for no effect and ±100 for the full control effect
Active calls of the source: *; ? = inconclusive; / = not tested or not shown; & = joins results of further samples. Unless noted, calls come from the whole dose curve; as a rule, active = well fitted curve in the direction sought with a large enough effect; inconclusive = small, poorly fitted or top-dose-only effect, or another doubt; inactive = no such curve, though single readings can be large; an effect the other way counts as inactive or inconclusive. Some of the compounds tested; rates above refer to the full screens.

SMILES	RXFP1 agonist	Vif-A3G inh	Glioma ERSR ind	D1 antag	D1 potentiator	Vif-A3F inh	D2 potentiator	D1 ag	RXFP1 antagonist
CCOC(=O)N1C(=O)NC(=O)C1c1ccccc1 (stereo not given)	/	0%	-3%	/	/	7%	/	/	-11
CN(c1ccc(OCC(=O)OCC(=O)Nc2ccc(OC(F)F)cc2)cc1)S(=O)(=O)c1cccs1	/	4%	-2%	/	/	-11%	/	/	-5
Cc1cccc(NC(=O)CN(C)C(=O)C2CCCC2)c1C	-1.1%	4%	-4%	15	1	-10%	0	2	5
O=C1c2ccccc2C(=O)N1CCCON1C(=O)c2ccccc2C1=O	2.8%	1%	-2%	3	-3	3%	3	1	14
COc1ccccc1/C=C/CN1CCCC(CO)(Cc2cccc(Cl)c2)C1 (stereo not given)	0.9%	0%	-5%	5	2	-16%	-25	4	?
COc1cc(Nc2cc(C)nc3ncnn23)cc(OC)c1OC	4.2%	-3%	-3%	-31*	-14	5%	-22	0	-5
CCc1nnc(NC(=O)C2CCCN(c3nc4ccccc4s3)C2)s1 (stereo not given)	0.4%	2%	-4%	1	-7	0%	-4	10	-1
COc1ccc(NCC(=O)N/N=C/c2c(C)nn(Cc3ccccc3)c2Cl)cc1	-0.6%	-2%	-4%	-1	0	-9%	-4	3	2
COc1ccc(F)cc1S(=O)(=O)Nc1cc2c3c(c1)CCN3C(=O)CC2	0.8%	0%	-3%	-1	0	1%	1	5	2
CCOc1ccc(-c2nnc(-c3snc(-c4ccc(F)cc4)c3N=CN(C)C)o2)cc1	6.1%	-2%	-1%	-25	5	2%	-4	5	-1

Records listed above shown as hits in D1 antag.
SMILES | Glioma ERSR ind | D1 antag | D1 potentiator | D2 potentiator | D1 ag | RXFP1 antagonist
COc1cc(Nc2cc(C)nc3ncnn23)cc(OC)c1OC | -3% | -31* | -14 | -22 | 0 | -5

3 structures out of the list, arranged by number of heavy atoms, lowest first.
SMILES	RXFP1 agonist	Vif-A3G inh	Glioma ERSR ind	D1 antag	D1 potentiator	Vif-A3F inh	D2 potentiator	D1 ag	RXFP1 antagonist
CCOC(=O)N1C(=O)NC(=O)C1c1ccccc1 (stereo not given)	/	0%	-3%	/	/	7%	/	/	-11
COc1cc(Nc2cc(C)nc3ncnn23)cc(OC)c1OC	4.2%	-3%	-3%	-31*	-14	5%	-22	0	-5
CCOc1ccc(-c2nnc(-c3snc(-c4ccc(F)cc4)c3N=CN(C)C)o2)cc1	6.1%	-2%	-1%	-25	5	2%	-4	5	-1

Next records.
SMILES	RXFP1 agonist	Vif-A3G inh	Glioma ERSR ind	D1 antag	D1 potentiator	Vif-A3F inh	D2 potentiator	D1 ag	RXFP1 antagonist
CNC(=O)/C(=C\c1ccco1)NC(=O)c1ccco1	0.6%	1%	-2%	-1	5	-6%	3	5	-7
CC(C)(C)n1nc2c(c1NC(=O)CCCc1ccccc1)CS(=O)C2 (stereo not given)	-0.9%	-2%	-4%	17	10	-14%	0	1	/
COC(=O)c1ccc(CSc2nc3ccncc3n2Cc2ccc(F)cc2)cc1	9.0%	2%	-2%	4	1	5%	-1	1	-16
CCN1CCN(C(=O)c2ccc3c(c2)N(Cc2ccccc2F)C(=O)c2ccccc2S3(=O)=O)CC1	-0.5%&0.2%	1%&-3%	-3%&1%	6&1	-1&-2	-1%&-2%	-19&-20	-1&1	-7
Nc1cccn2c(-c3ccc(Cl)c(Cl)c3)cnc12	-0.5%	-12%	-1%	4	1	-27%	/	2	-22
CCCc1nn2c(=O)cc(CSCC(=O)Nc3ccc(OC)cc3)nc2s1	-0.9%	3%	-3%	-3	-2	3%	16	-1	2
Cc1ccccc1N1C(S)=C(C#N)C(=O)NC12CCCCC2	0.2%	-6%	-2%	3	1	?	2	2	-8
O=C1NC(=O)/C(=C/c2cccc(O)c2)N1	-2.1%	-7%	-3%	2	0	0%	2	5	-10
Cc1nn(C)c(Oc2ccccc2)c1CCNC(=O)CCl	4.2%	6%	-2%	10	-3	3%	-8	1	4
Cc1nc(NCCN2CCOCC2)c2nnn(Cc3c(F)cccc3Cl)c2n1	-1.1%	0%	-4%	-1	-3	-2%	-2	0	-20

Results in Vif-A3G inh, Vif-A3F inh and D2 potentiator, for some of the entries so far:
SMILES | Vif-A3G inh | Vif-A3F inh | D2 potentiator
CC(C)(C)n1nc2c(c1NC(=O)CCCc1ccccc1)CS(=O)C2 (stereo not given) | -2% | -14% | 0
CCCc1nn2c(=O)cc(CSCC(=O)Nc3ccc(OC)cc3)nc2s1 | 3% | 3% | 16
O=C1NC(=O)/C(=C/c2cccc(O)c2)N1 | -7% | 0% | 2

(list continues)
SMILES	RXFP1 agonist	Vif-A3G inh	Glioma ERSR ind	D1 antag	D1 potentiator	Vif-A3F inh	D2 potentiator	D1 ag	RXFP1 antagonist
CC(=O)C1=C(C)OC(N)=C(C#N)C1c1cc2cccc(C)c2nc1Cl (stereo not given)	-0.1%	-10%	0%	30	0	3%	2	0	-9
CCOCCn1cnc2sc(C(=O)Nc3ccccc3C(=O)OC)c(C)c2c1=O	-3.5%	4%	-2%	1	-3	0%	4	0	-4
COc1ccc(C2C(=O)c3ccccc3C2=O)c(OC)c1	0.4%	0%	9%	-5	-4	4%	-1	2	5
COc1ccc(CCNC(=O)C2CCN(c3nn4c(=O)cc(C)nc4s3)CC2)cc1OC	1.7%	-1%	-1%	-4	2	5%	8	-1	2
COC(=O)c1oc2ccc(Cl)cc2c1NC(C)=O	0.0%	-3%	0%	4	-5	6%	/	3	-3
Cc1onc(-c2ccccc2)c1C1=N/C(=C\c2ccccc2F)C(=O)O1	-2.3%	0%	-4%	9	-3	-5%	1	2	-14
CCCc1c(O)nc(SCC(=O)NCc2ccco2)[nH]c1=O	-1.6%	1%	0%	4	0	-4%	-5	3	-19
CCN(C(=O)c1ccc2c(Cl)c3c(nc2c1)CCC3)c1ccc(C)c(C)c1	-0.3%	-11%	-12%	11	10	0%	3	4	-31
COC(=O)CCCCCCCCC(O)CN1CCCCC1 (stereo not given)	2.9%	-4%	-1%	2	-2	-3%	-2	5	-10
COc1cc(OC)cc(-c2c(-c3cccs3)c3cc(-c4ccc(OC)c(OC)c4)ccc3n2C)c1	2.7%	-4%	-5%	/	5	-10%	7	-1	/

Some of the entries so far, bar-delimited:
SMILES | RXFP1 agonist | Vif-A3G inh | Glioma ERSR ind | D1 antag | D1 potentiator | Vif-A3F inh | D2 potentiator | D1 ag | RXFP1 antagonist
COC(=O)CCCCCCCCC(O)CN1CCCCC1 (stereo not given) | 2.9% | -4% | -1% | 2 | -2 | -3% | -2 | 5 | -10
COc1cc(OC)cc(-c2c(-c3cccs3)c3cc(-c4ccc(OC)c(OC)c4)ccc3n2C)c1 | 2.7% | -4% | -5% | / | 5 | -10% | 7 | -1 | /

Carrying on:
SMILES	RXFP1 agonist	Vif-A3G inh	Glioma ERSR ind	D1 antag	D1 potentiator	Vif-A3F inh	D2 potentiator	D1 ag	RXFP1 antagonist
CN1C(=O)/C(=C/c2ccc(C(=O)Nc3ccc(O)cc3C(=O)O)cc2)SC1=S	0.1%	8%	-1%	-4	4	-18%	-7	7	-10
COCCNC(=O)c1onc(CSc2ccncc2)c1C(=O)NCCOC	4.0%	0%	-3%	16	-2	7%	-2	1	/
Cc1ccc(Cl)cc1NS(=O)(=O)c1cn(C)nc1C	-1.7%	1%	-5%	-6	-3	5%	-13	3	3
CCn1c(SCC(=O)Nc2cc(OC)c(OC)c(OC)c2)nnc1-c1cccs1	0.6%	1%	1%	-14	2	-9%	5	-1	3
CC1(C)C(=O)NCCN1C(=O)c1ccc2nc(Cc3ccccc3F)oc2c1	1.1%	3%	-2%	-25	-4	5%	4	10	-7
CCc1cccc(CC)c1NC(=O)c1cccc(N)c1	1.3%	0%	-4%	24	-2	/	/	-2	1
O=C1CC(=C(c2ccccc2)c2ccccc2)C(=O)N1CCN1CCN(c2cccc(Cl)c2)CC1	1.5%	-3%	-3%	-9	-6	-9%	-4	2	-4
Cc1nc(=O)c(-c2ccccc2)c(C)n1-c1ccccc1O	0.8%	1%	-2%	12	4	2%	-12	2	3
O=c1c2ccccc2c(-c2ccc(F)cc2)nn1-c1ccc(C(F)(F)F)cc1	2.4%	-8%	-3%	5	-2	0%	1	5	-15
Fc1cc(F)cc(NC(=S)NCCCN2CCOCC2)c1	-2.2%	-1%	-1%	-15	-3	-6%	10	5	-6
CCCn1c2ccccc2c2cn[nH]c(=O)c21	-2.3%	4%	-2%	5	0	-6%	2	2	2
CC(C)c1cc(C(=O)N2CCCC(Nc3ccc(F)cc3)C2)nc(N)n1 (stereo not given)	-0.5%	3%	1%	-16	1	6%	-3	0	-7
O=C(COc1ccc(Br)cc1)OCC(=O)N1CCOCC1	/	-7%	-2%	/	/	-1%	/	/	0
CCOc1ccc(C2=C(C(C)=O)Sc3nnc(C)n3N2C(C)=O)cc1	5.0%	-6%	1%	3	5	4%	-6	4	5
Cc1ccc(OCCSc2ncccn2)c(C)c1	0.9%	0%	0%	9	5	-1%	10	1	4
O=C1c2ccccc2C(=O)N1COc1ccc(S(=O)(=O)N2CCOCC2)cc1[N+](=O)[O-]	-3.4%	0%	-2%	-15	-2	-2%	-7	3	8
OC1NC(=S)N(c2ccccc2)C1O (stereo not given)	-1.4%	1%	1%	6	-3	-2%	17	1	-1
COc1ccc(NC(=O)c2c(Cl)n(C)c3ccccc23)cc1	2.1%	?	6%	5	-3	5%	-21	0	-17
CCN1CCN(CCCN(Cc2ccco2)C(=S)Nc2cc(Cl)ccc2C)CC1	0.4%	-2%	0%	-2	-12	0%	-19	4	-22
CCCCC(=O)NC1(C(F)(F)F)C(=O)Nc2c1c(=O)[nH]c(=O)n2-c1ccc(C)c(C)c1 (stereo not given)	-1.2%	1%	-3%	-3	-4	3%	2	0	/
O=C(O)c1ccccc1-c1ccccc1C(=O)Nc1cccc(-c2nc3ccccc3o2)c1	-0.7%	-18%	?	0	-2	2%	7	0	0
COc1ccc(N2CCN(Cc3nc(-c4ccc(Cl)cc4Cl)no3)CC2)cc1	-1.2%	-1%	-8%	-7	-1	-4%	-1	2	3
COc1ccccc1N1CCN(S(=O)(=O)c2cn(C)c(=O)n(C)c2=O)CC1	-0.1%	0%	-5%	-36*	-13	-1%	2	0	2
O=C(CCc1ccc(S(=O)(=O)NCCc2ccccc2)cc1)NCc1ccc2c(c1)OCO2	0.6%	0%	-5%	-8	-8	4%	-8	6	2
